TRHR agonist: activates the human TRH receptor. TRHR cells, calcium flux fluo-8, FDSS agonist mode. AID 493084. 0.18% of 360,000 active. activation, % at 2 µM. P34981; note: 0% is about no effect
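Fluo-8-loaded TRHR cells; 10 s baseline, compound added, kinetic Ca2+ fluorescence read 1/s, agonist mode.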
D2 ag: D2 dopamine receptor (human) agonism; P14416; HEK293 T-REx D2 cells, calcium flux agonist mode; activation, % at 2 µM; 0.53% of 340,000 active;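 active = activation over 3 SD above normal in the single-dose calcium agonist read, cut at about 30% in these data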; note: 0% is about no effect
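Calcium-flux readout, 1 cycle/sec over 180 s following compound pin transfer, in inducible HEK293 Trex D2 cells (force-coupled); dopamine controls included. Positive calcium responses during this window marked compounds as potential agonists.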
RXFP1 antagonist: RXFP1 (human) relaxin receptor antagonism. Q9HBX9. HEK293-RXFP1, relaxin-stimulated cAMP HTRF, 30 min; active compounds read low. activity change, negative = inhibition, % at 57.5 µM. 0.59% of 350,000 active;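 active = activity change of -60% or lower, but not beyond a set lower limit; inconclusive = change between -60% and -40%, or beyond the set limit; inactive = change above -40%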; note: % is set by controls: 0 for no effect and ±100 for the full control effect
Target sequence (Q9HBX9 whole entry, looked up): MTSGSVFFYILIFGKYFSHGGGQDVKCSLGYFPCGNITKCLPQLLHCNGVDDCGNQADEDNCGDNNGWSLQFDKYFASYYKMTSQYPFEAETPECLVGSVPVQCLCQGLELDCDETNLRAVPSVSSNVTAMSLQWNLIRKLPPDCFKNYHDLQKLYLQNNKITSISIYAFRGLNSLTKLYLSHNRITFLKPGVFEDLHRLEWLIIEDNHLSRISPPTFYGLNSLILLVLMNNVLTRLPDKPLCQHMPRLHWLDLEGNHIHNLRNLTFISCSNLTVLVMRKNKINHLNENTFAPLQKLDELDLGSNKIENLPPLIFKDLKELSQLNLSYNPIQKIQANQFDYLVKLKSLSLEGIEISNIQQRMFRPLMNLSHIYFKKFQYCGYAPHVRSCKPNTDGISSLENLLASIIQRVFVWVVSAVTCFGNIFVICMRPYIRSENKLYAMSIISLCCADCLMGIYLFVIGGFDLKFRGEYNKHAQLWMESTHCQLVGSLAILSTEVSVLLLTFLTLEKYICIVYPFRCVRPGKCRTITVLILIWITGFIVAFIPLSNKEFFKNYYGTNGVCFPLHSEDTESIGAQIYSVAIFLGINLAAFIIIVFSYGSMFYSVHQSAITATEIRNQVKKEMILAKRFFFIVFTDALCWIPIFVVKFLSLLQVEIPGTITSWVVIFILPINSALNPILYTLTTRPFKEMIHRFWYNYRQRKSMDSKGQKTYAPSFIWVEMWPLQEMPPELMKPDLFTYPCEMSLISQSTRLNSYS
D2 antagonist: antagonists of human D2 dopamine receptor; AID 485344; HEK293 TREx D2 cells, calcium flux, dopamine EC80; 2% of 340,000 active; P14416; inhibition, % at 10 µM; in the data active = inhibition above about 30%; note: 0% is about no effect
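Cells plated overnight at 30 C with tetracycline; no-wash calcium dye, 30–90 min RT; 10 s baseline; compound pinned; 180 s read; EC80 dopamine added; another 180 s read.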
D2 PAM: positively modulates the human D2 dopamine receptor allosterically; P14416; HEK293 T-REx D2, calcium flux, EC20 dopamine potentiation; potentiation, % at 10 µM; 0.34% of 340,000 active; AID 485347;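 active = potentiation over 3 SD above the plate norm, cut at about 30% in these data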; note: 0% is about no effect
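Potentiation of an EC20 dopamine calcium response is measured in a force-coupled, tetracycline-inducible Hek293 Trex D2 line. Compound-only kinetic reads over 180 s flag agonists before dopamine addition.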
D1 agonist: human D1 receptor agonism. P21728. HEK293 T-REx D1 cells, calcium flux, agonist mode. activation, % at 2 µM. 1% of 360,000 active. AID 504660; note: 0% is about no effect
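Agonism was scored from calcium flux recorded over 180 s (1 read/s) after pintool compound addition, following a 10-cycle baseline. Cells were inducible force-coupled HEK293 TREx D1, plated overnight at 30 C and loaded with no-wash calcium dye.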
TRHR PAM: allosteric enhancers of human TRH receptor. P34981. TRHR cells, fluo-8 calcium fluorescence, EC20 TRH enhancement. enhancement, % at 2 µM. 0.66% of 360,000 active. AID 493056; in the data active = enhancement above about 30%; note: 0% is about no effect
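TRHR-expressing cells loaded with fluo-8 calcium dye were read kinetically (ex 480/em 530) during compound addition, then stimulated with an EC20 of TRH (10 nM final). Enhancement of the Gq-mediated intracellular calcium response was scored.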
D1 PAM: human D1 dopamine receptor positive modulation; 0.036% of 360,000 active; AID 504651; P21728; potentiation, % at 10 µM; HEK293 TREx D1 cells, calcium flux, dopamine EC20 potentiation; in the data active = potentiation above about 30%; note: 0% is about no effect
D1 antag: human D1 dopamine receptor antagonism | P21728 | HEK293 TREx D1 cells, calcium flux, dopamine EC80; active compounds read low | activity change, negative = inhibition, % at 10 µM | 3.2% of 360,000 active; in the data active = activity change below about -30%; note: % is set by controls: 0 for no effect and ±100 for the full control effect
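Using tetracycline-induced force-coupled D1 Hek293 cells and a calcium dye, signals were followed for 180 s after compound, then for 180 s after EC80 dopamine, to detect inhibitors.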
* = called active by the depositor; u = inconclusive; x = no result given. Cut-off read from the data, not from the text of the source, unless noted: active = activation above about 30%; inactive = the rest.

compound,TRHR PAM,D2 PAM,D1 antag,TRHR agonist,D1 agonist,RXFP1 antagonist,D2 antagonist,D1 PAM,D2 ag
COC(=O)c1ccc(NC(=O)CN(Cc2ccccc2)S(=O)(=O)c2ccc(Cl)cc2)cc1,1,-28,-25,1.9,5,-16,x,-1,5.8
Nc1cc(=O)[nH]c(SCC(=O)Nc2nnc(-c3ccccc3)s2)n1,4,5,0,0.7,1,-3,6,-2,0.7
COc1ccc(CCNC(=O)c2c(Nc3ccccc3C)sc(C(=O)c3ccccc3)c2N)cc1OC,8,-10,21,0.9,1,-5,x,-2,x
Cc1ccc(NC(=O)C(C)S)cc1 (stereo not drawn),10,-8,15,-0.8,6,-3,-13,3,-0.4
N#C/C(C(=O)NCc1ccco1)=C1/SC(Cc2ccc(Cl)cc2)C(=O)N1c1ccccc1 (stereo not drawn),-4,-5,-1,-0.4,11,-10,22,-2,-0.4
NC(=O)c1ccc(NC(=O)COC(=O)CCc2ccc(S(=O)(=O)N3CCCCC3)cc2)cc1,-2,x,0,0.5,4,-2,x,-1,x
CCOC(=O)C(C)/C(C)=N/NC(=O)CCC(=O)Nc1cc(C)ccc1C (stereo not drawn),-2,-6,-6,-0.2,0,-3,27,-4,0.0
COc1ccccc1C(=O)NNC(=O)c1nn(Cc2ccccc2)c(=O)c2ccccc12,-2,3,20,0.4,3,u,17,-5,-2.1
Cn1cc(C(=O)NCc2cccnc2)c(=O)c2cc(S(=O)(=O)N3CCCCCC3)ccc21,-6,11,11,-0.2,-1,x,3,-4,0.1
COCCNC(=O)Cn1nc(C(F)(F)F)cc1C,4,2,0,0.2,4,-12,-1,2,0.0
CCCN(CCC)S(=O)(=O)c1ccc(Cl)c(OC)c1,4,3,-18,-0.3,1,-15,28,-4,-1.8
N#CC1=C(N)N=C(SCc2cccc3ccccc23)C(C(N)=O)C12CCCCC2 (stereo not drawn),1,-1,19,0.8,5,-11,-14,5,1.0
O=C1C2C3C=CC(C2C(=O)N1CCO)C1C(=O)N(CCO)C(=O)C31 (stereo not drawn),6,10,-11,0.8,2,7,-29,0,0.1
Cc1ccc(Cl)cc1N1CCN(C(=O)C2CCN(S(=O)(=O)c3c(C)nn(C)c3C)CC2)CC1,0,2,-17,-0.4,9,-15,-7,-8,0.0
CNC(=S)Nc1cc(OC)ccc1OC,2,-2,-5,-0.8,3,-4,30,-8,-0.1
Cc1ccc(Nc2ncc(C(=O)N3CCN(c4ccc(F)cc4)CC3)c3ccccc23)cc1Cl,2,-3,-9,0.4,-2,x,x,0,0.8
COc1ccc2[nH]cc(C(=O)N3CCCCC3)c(=O)c2c1,-4,1,6,0.0,1,6,-9,2,0.5
CC(=O)N1c2ccc(S(=O)(=O)N3CCCC(C(=O)Nc4cc(C)cc(C)c4)C3)cc2CC1C (stereo not drawn),21,x,12,-1.1,1,x,x,-2,x
CCNc1nc(OC)nc(Oc2ccc(=O)n(-c3ccccc3)n2)n1,2,38*,-14,0.9,1,-4,-6,4,1.2
O=C(COC(=O)/C=C/c1cccc(Cl)c1)Nc1cccc(S(=O)(=O)NC2=NCCC2)c1,4,-7,-13,0.3,1,5,10,-9,0.0
O=C(c1ccc(F)cc1)N1CCCC(C(=O)N2CCCCC2)C1 (stereo not drawn),0,1,16,0.0,2,-1,-2,-2,-0.2
CC1CCN(CC(C)CNC(=O)c2cc(-c3ccccn3)nc3ccccc23)CC1 (stereo not drawn),-3,10,4,-0.1,1,9,-5,9,0.0
O=C(O)CN1C(=O)C(=O)N(Cc2c(F)cccc2Cl)C1=O,3,-2,2,-0.7,6,2,4,-1,2.2
Cc1ccc(Cn2c(-c3nonc3N)nc3ccccc32)cc1,3,x,-3,-0.4,3,0,x,-5,x
CCOc1ccc(-c2n[nH]c(=S)o2)cc1,7,0,3,1.5,1,-8,13,-8,2.4
COc1ccc(NC(=O)CSc2nnc(-c3ccccc3C)n2N)cc1OC,-7,16,-9,0.9,0,7,28,-6,1.1
O=C1c2ccccc2NC(c2cccc([N+](=O)[O-])c2)N1CCc1ccccc1 (stereo not drawn),-3,19,-13,-0.4,-3,9,5,-1,0.6
O=C(/C=C/c1ccc(Br)o1)OCc1nc2ccsc2c(=O)[nH]1,3,6,-6,1.2,1,0,3,-11,0.0
CCCS(=O)(=O)c1nc(S(=O)(=O)c2ccc(C)cc2)c(NCCCN(C)C)s1,-1,-5,-4,0.3,1,4,-20,-2,-0.3
CCN(CC)S(=O)(=O)c1nnc(NC(=O)c2ccc(C)cc2)s1,-5,-4,-1,0.4,-1,-23,x,1,-1.3
CCOC(=O)c1[nH]cnc1C(=O)Nc1ccc([N+](=O)[O-])cc1,-1,3,0,0.1,0,5,-5,-2,1.4
O=C(NCCN1CCOCC1)C1CCCN(S(=O)(=O)c2ccc(F)cc2)C1 (stereo not drawn),-2,-2,-20,0.4,2,0,5,1,-1.1
CNC(=O)c1ccc(-c2sc3nc(N4CCOCC4)c4c(c3c2N)CC(C)(C)OC4)o1,-1,-2,4,-0.9,2,10,41*,-6,-1.2
COC(=O)c1cc(S(=O)(=O)NCc2ccc(S(N)(=O)=O)cc2)oc1C,-2,1,5,0.3,2,-18,-7,-5,0.9
CCO[C@@H]1OC(C(=O)N2CCN(Cc3ccc4c(c3)OCO4)CC2)=C[C@H](c2ccc(Br)cc2)[C@H]1CCCO,3,-5,-6,0.1,-2,x,6,0,0.3
FC(F)(F)c1ccc(-c2noc(-c3ccccc3Br)n2)cc1,-1,-9,-15,0.2,0,u,x,3,0.5
Cc1ccc(OCCn2cc(/C=N/NC(=O)c3ccncc3)c3ccccc32)cc1,2,1,-3,-0.1,0,-9,-4,-5,0.1
COC(=O)c1ccc(OC(=O)c2nn(C)cc2Cl)c(OC)c1,-4,-6,3,1.3,1,-7,5,-2,0.1
Nc1n[nH]c2c1C1(CCCC1)Cc1ccccc1-2,1,-1,10,-0.7,3,-5,-7,0,0.0
CCOC(=O)c1[nH]c2ccc(OC)cc2c1NC(=O)NC(C)C,3,3,-1,0.8,1,-8,10,-5,-0.3
O=C(Cc1ccccc1)N1CCC(C(=O)N2CCN(c3ccc(F)cc3)CC2)CC1,3,9,-5,0.3,1,x,-7,9,-1.0
Nc1c(NCCN2CCOCC2)c2ccccc2oc1=O,1,-6,-10,-0.2,1,-15,-3,-1,2.8
Cc1ccc(C(=O)OCC(=O)NC2CCCCC2)s1,3,2,0,0.1,1,-4,5,-2,-0.3
Nc1nc(NC(=O)c2ccc(Cl)cc2)nn1-c1ccccc1,1,1,-11,0.3,3,-12,24,7,-0.3
Cc1cc(C(=O)Nc2ncc(C)s2)c2ccccc2n1,2,-10,14,0.1,0,-7,4,7,1.4
CSc1ccc(/C=C/C(=O)OCC(=O)N(C)CCC#N)cc1,0,3,-12,0.0,-2,2,-1,-1,-0.6
CCn1cnc2c1c(=O)n(Cc1nnc3n1-c1ccccc1SC3)c(=O)n2Cc1ccccc1,1,34*,5,-0.2,2,-2,5,0,1.5
CC(C)CCOP(=O)(c1ccc(N(C)C)cc1)C(O)c1ccc(Cl)cc1Cl (stereo not drawn),1,-2,3,0.1,7,u,2,-2,0.6
CC(=O)CCC(=O)NCCc1ccccc1F,2,30,9,0.3,0,-7,-11,-10,0.4
Cc1ccccc1-c1nnn(CC(=O)N(C)CC(=O)Nc2ccccc2C(F)(F)F)n1,6,-9,-7,-1.0,20,-13,-6,1,-0.1
COc1ccc(S(=O)(=O)Nc2ccccn2)cc1C(=O)Nc1ccccc1,-3,2,9,-1.7,1,-4,-3,3,0.4
COc1ccccc1P(=O)(c1ccccc1)c1ccc([N+](=O)[O-])cc1 (stereo not drawn),-1,1,13,-0.3,1,12,-2,-8,-2.4
CCOC(=O)N1CCN(S(=O)(=O)c2ccc(NC(C)=O)cc2)CC1,2,-2,-21,0.8,2,-3,-3,-1,0.1
Cc1ccccc1Cn1cc(NC(=O)CCCn2nc([N+](=O)[O-])cc2C)cn1,-2,8,5,0.2,0,14,0,-3,1.0
Fc1ccc(C2NC(=S)NC3=C2N2CCC3CC2)cc1 (stereo not drawn),-4,-6,x,2.7,8,5,15,-4,0.1
CCC(C)(C)NC(=S)Nc1ccc(-c2nc3ccc(C)cc3s2)cc1,-4,-1,22,-0.1,0,-13,2,1,1.9
Cc1cc(N2C(=O)C=CC2=O)c([N+](=O)[O-])cc1C,-4,1,-1,0.3,1,-12,3,-3,1.4
COc1ccc(NC(=O)N2CCCC(C(=O)NCc3ccccc3F)C2)cc1 (stereo not drawn),16,4,-10,0.8,1,-2,1,-3,0.9
CCC(=O)N1c2ccccc2-c2nnc(SC)nc2OC1c1ccc(OC)c(OC)c1 (stereo not drawn),3,-10,6,0.2,-1,6,-22,0,0.4
O=C(C1CCCC1)N1CCN(S(=O)(=O)c2cccc(Cl)c2Cl)CC1,0,3,5,0.3,3,11,-3,-2,1.0

A different layout for some results above:
CSc1ccc(/C=C/C(=O)OCC(=O)N(C)CCC#N)cc1
  TRHR PAM: 0
  D2 PAM: 3
  D1 antag: -12
  TRHR agonist: 0.0
  D1 agonist: -2
  RXFP1 antagonist: 2
  D2 antagonist: -1
  D1 PAM: -1
  D2 ag: -0.6

CCn1cnc2c1c(=O)n(Cc1nnc3n1-c1ccccc1SC3)c(=O)n2Cc1ccccc1
  TRHR PAM: 1
  D2 PAM: 34*
  D1 antag: 5
  TRHR agonist: -0.2
  D1 agonist: 2
  RXFP1 antagonist: -2
  D2 antagonist: 5
  D1 PAM: 0
  D2 ag: 1.5

CC(C)CCOP(=O)(c1ccc(N(C)C)cc1)C(O)c1ccc(Cl)cc1Cl (stereo not drawn)
  TRHR PAM: 1
  D2 PAM: -2
  D1 antag: 3
  TRHR agonist: 0.1
  D1 agonist: 7
  RXFP1 antagonist: u
  D2 antagonist: 2
  D1 PAM: -2
  D2 ag: 0.6

CC(=O)CCC(=O)NCCc1ccccc1F
  TRHR PAM: 2
  D2 PAM: 30
  D1 antag: 9
  TRHR agonist: 0.3
  D1 agonist: 0
  RXFP1 antagonist: -7
  D2 antagonist: -11
  D1 PAM: -10
  D2 ag: 0.4

New compounds follow.
compound,TRHR PAM,D2 PAM,D1 antag,TRHR agonist,D1 agonist,RXFP1 antagonist,D2 antagonist,D1 PAM,D2 ag
CCOc1ccccc1C(=O)Nc1cc(Cl)ccc1O,4,-4,-17,-0.1,0,-15,10,-8,0.4
COc1ccccc1NC(=O)Cn1c(=O)n(Cc2ccccc2)c(=O)c2c1c1cc(C)ccc1n2C,4,3,7,0.1,0,x,x,-2,1.3
COc1ccc2[nH]c3c(c2c1)CCN1C(=O)N([C@@H](C)C(=O)NC2CCN(Cc4ccccc4)CC2)C(=O)[C@]31C,-5,-5,7,-1.1,3,x,7,-2,-0.5
Cc1occc1-c1n[nH]c(=S)n1-c1ccccc1,10,-4,9,0.1,1,13,-6,-4,0.2
Cc1cccc(NC(=O)C2CCCN(S(=O)(=O)c3c(C)[nH]c(=O)[nH]c3=O)C2)c1C (stereo not drawn),6,0,-8,-1.1,5,x,x,-1,0.3

From PubChem

An unsorted share of the library; about 7.3% have a hit in one of these screens.
